GAA glycogen mod: qHTS Assay for Inhibitors and Activators of Human alpha-Glucosidase Cleavage of Glycogen | AID 2100, 2009 | hit rate 0.38% among 300,000 | Potency, µM (doses to about 76.4 µM), for inactives: at the highest dose activity change, negative = inhibition, hits mostly inhibitors | recombinant GAA, glycogen substrate, Amplex Red glucose oxidase fluorescence; active means well fitted inhibition curve with a large enough effect;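 further: 0% = full enzyme reaction and -100% = no-enzyme basal signal; the screen sought inhibitors and activators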
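Natural-substrate format: glycogen cleavage by 4 nM human enzyme, glucose read by Amplex Red coupling (Ex 573, Em 610 nm). Normalized to enzyme and no-enzyme controls.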
The depositor's hits bear a star; [ ] = remark or other dose. Potency means the concentration at half of the fitted maximal effect. Some of the compounds tested; rates above refer to the full screens.

entry	SMILES	GAA glycogen mod
1	C=CCCC(=O)N1CCCC(C(=O)c2cccc(OC)c2)C1 (centres undefined)	-9.7%[76.3 µM]
2	Cc1c(Cl)cccc1Nc1ncccc1C(=O)O	9.1%[76.3 µM]
3	S=C(Nc1ccc(Oc2ccccc2)cc1)N1CCOCC1	-7.2%
4	Cc1cccc(OCC(=O)Nc2ccc(C(=O)O)cc2NC(=O)COc2cccc(C)c2)c1	-3.4%[76.3 µM]
5	CC(=Nc1ccccc1C(F)(F)F)c1ccncc1	1.9%
6	O=C(C1CCOCC1)N1CCCC(N2CCN(c3cccc(C(F)(F)F)c3)CC2)C1 (centres undefined)	4.7%[76.3 µM]
7	COc1cccc(-c2cc(C(=O)NCCCN3CCOCC3)no2)c1	0.3%
8	COc1ccc(-c2ccc(CCC(=O)O)n2-c2ccccc2OC)cc1	-4.9%[76.3 µM]
9	CCOc1cc(N2CCOCC2)c(OCC)cc1NC(=O)COC(=O)COc1ccc(C#N)cc1	-2.6%[76.3 µM]
10	O=C(NC1CCCCC1)C(c1ccco1)N(C(=O)c1csnn1)c1ccccc1 (centres undefined)	0.6%
11	CC1(C)Cc2c(cnn2-c2ccc(F)cc2)C(NC(=O)c2ccco2)C1 (centres undefined)	-3.9%[76.3 µM]
12	CN(C)N1C(N)=C(C#N)C(c2cccc(Cl)c2)C2=C1CCCC2=O (centres undefined)	0.6%
13	COCCn1c(-c2ccc(NC(C)=O)cc2)nc2c1c(=O)[nH]c(=O)n2CC(C)C	3.0%
14	COc1ccc(OC)c(CCNC(=O)c2ccc(NC3=NC4CS(=O)(=O)CC4S3)cc2)c1 (centres undefined)	-24.3%[76.3 µM]
15	COc1ccc(NC(=O)C2CCN(c3cnccn3)CC2)cc1OC	-0.7%[76.3 µM]
16	CCOC(=O)C(=CNc1nc(-c2ccc3ccccc3c2)cs1)C(=O)OCC	-3.7%
17	O=C(NCCN1CCN(c2ccccc2Cl)CC1)Nc1ccccc1	8.4%[76.3 µM]
18	O=C(CCn1c(=O)[nH]c2ccsc2c1=O)N1CCN(c2ccc([N+](=O)[O-])cc2)CC1	2.0%
19	CS(=O)(=O)N1CCC(C(=O)Nc2ccccc2Cl)CC1	3.1%[76.3 µM]
20	CCCC(c1nnnn1C(C)(C)CC)N1CCN(C(=O)c2ccco2)CC1 (centres undefined)	-3.1%[76.3 µM]
21	COC(=O)c1ccccc1SCC(=O)Nc1ccc(N2CCOCC2)cc1	-3.3%[76.3 µM]
22	COC(=O)c1ccc(C2/C(=C(/O)c3ccc4c(c3)CC(C)O4)C(=O)C(=O)N2Cc2cccnc2)cc1 (centres undefined)	-1.3%[76.3 µM]
23	O=C(COc1ccc(Cl)cc1)Nc1ccc2c(c1)OCO2	-1.4%
24	Cc1cc(S(=O)(=O)N2CCCC2)ccc1OCC(=O)Nc1ccccc1	-4.4%[76.3 µM]
25	C=CCOc1ccc(/C=N/NC(=O)CN2CCCCC2)cc1OC	0.2%[76.3 µM]
26	CC(=O)Oc1cccc(C2C3=C(CC(C)(C)CC3=O)Nc3ccccc3N2C(C)=O)c1 (centres undefined)	16.2%[76.3 µM]
27	CN1CCN(C(=O)C2CCCN(S(=O)(=O)c3ccccc3)C2)CC1 (centres undefined)	-16.6%[76.3 µM]
28	Cc1ccc(C(=O)O)cc1NC(=S)NCCc1ccccc1	2.6%[76.3 µM]
29	O=C(/C=C/c1ccccc1)NC(=S)Nc1ccccc1	-1.1%[76.3 µM]
30	CCOc1cc(NCCN2CCOCC2)c([N+](=O)[O-])cc1OCC	-2.7%[76.3 µM]
31	Cc1cc(N2CCN(C)CC2)nc2ccc(NC(=O)CCC(=O)NCCc3ccc(Cl)cc3)cc12	2.2%
32	O=C(Nc1cccc([N+](=O)[O-])c1)NC1CCCCCCC1	-7.9%[76.3 µM]
33	O=S(=O)(/N=C(/c1ccccc1)N1CCOCC1)c1ccc(Br)cc1	-8.0%[76.3 µM]
34	CON(C)S(=O)(=O)c1cccc(C(=O)NC2CCSc3ccccc32)c1 (centres undefined)	1.2%
35	CCc1nnc(SCC(=O)Nc2nc(C)c(C(=O)N(C)C)s2)n1CC	-11.4%[76.3 µM]
36	COc1cc(OC)c(OC)cc1/C=N/NC(=O)CSc1ccccc1F	-1.0%
37	Cc1ccccc1CC1(CO)CCCN(Cc2ccccc2Cl)C1 (centres undefined)	-9.2%[76.3 µM]
38	O=C(N/N=C/c1cccnc1)c1ccccc1	5.2%
39	O=C(Nc1ccc(F)cc1)C1CCCN(S(=O)(=O)c2ccc3[nH]c(=O)ccc3c2)C1 (centres undefined)	17.8%[76.3 µM]
40	CCN(CC(=O)Nc1c(F)cccc1F)C(=O)c1cccnc1SC	-10.8%[76.3 µM]
41	O=C(COc1ccc([N+](=O)[O-])cc1)N1CCc2ccccc2C1	7.2%[76.3 µM]
42	O=C(NC1CCCC1)C1CCN(S(=O)(=O)c2ccccc2)CC1	-8.3%
43	COc1ccc(S(=O)(=O)Nc2cc(SCC(=O)O)c(O)c3ccccc23)cc1	-22.5%
44	Cn1nnnc1NC(=O)c1ccccc1Cl	-1.9%[76.3 µM]
45	Cc1c(C(=O)NC2CCN(Cc3ccccc3)C2)oc2c(Cl)cccc12 (centres undefined)	-5.7%
46	COc1ccc(CC(=O)Nc2nc(-c3ccc(OC)c(OC)c3)cs2)cc1OC	2.0%[76.3 µM]
47	O=C(O)c1cc(S(=O)(=O)N(Cc2ccccc2)c2cccc(C(F)(F)F)c2)ccc1Cl	2.0%
48	CC(C(=O)O/N=C(\N)c1ccccn1)c1ccc([N+](=O)[O-])cc1 (centres undefined)	1.7%[76.3 µM]
49	O=C(c1cc(COc2ccc(F)cc2F)on1)N1CCN(C(=O)c2ccco2)CC1	-2.3%[76.3 µM]
50	CCOCCOC(=O)c1[nH]c2c(c1C)C(=O)CC(c1cc(OC)c(OC)c(OC)c1)C2 (centres undefined)	4.6%

The list goes on.
entry	SMILES	GAA glycogen mod
51	COc1cc(CN2CC(=O)N(c3cc(Cl)ccc3C)C2=S)cc(OC)c1OC	1.5%
52	O=C(CN1C(=O)/C(=C/c2ccccc2)Sc2ccccc21)NCCCN1CCOCC1	-1.1%[76.3 µM]
53	O=C(N/N=C/c1cccc2ccccc12)c1cccc(F)c1	-0.9%[76.3 µM]
54	Cc1ccc(NC(=O)C2C3CCC(O3)C2C(=O)O)c(Br)c1 (centres undefined)	5.9%[76.3 µM]
55	O=C(CCC1CCCC1)NNC(=O)c1cccc(Cl)c1	-10.8%[76.3 µM]
56	O=C(O)c1ccccc1SSc1ccccc1C(=O)O	-0.6%
57	Cc1ccc(S(=O)(=O)CCC(=O)Nc2nc(-c3ccncc3)cs2)cc1	1.7%[76.3 µM]
58	O=C(Cc1c[nH]c2ccccc12)N[C@@H](Cc1c[nH]c2ccccc12)C(=O)O	-0.1%
59	COc1ccc(Cl)cc1S(=O)(=O)n1ccnc1	-13.3%[76.3 µM]
60	Fc1ccc(-c2csc3ncnc(N4CCN(c5ccccc5)CC4)c23)cc1	0.1%
61	N#Cc1cccc(CN2C=NS(=O)(=O)c3ccccc32)c1	4.4%
62	O=C(CC1C(=O)NCCN1Cc1c(F)cccc1Cl)NCCCN1CCCC1=O (centres undefined)	-0.2%[76.3 µM]
63	Cc1ccc(S(=O)(=O)N2CCOCC2)cc1C(=O)N(Cc1nnc(-c2ccccc2Cl)o1)C1CC1	-0.9%[76.3 µM]
64	COc1ccc2cc(C3(C)NC(=O)N(CC(=O)NCC(F)(F)F)C3=O)ccc2c1 (centres undefined)	1.5%
65	CN1CCN(C(=O)CSc2nc3c(c(=O)n(C)c(=O)n3C)n2C)CC1	-5.3%
66	CCCn1c(=O)c2c(nc3n2CCCN3CCc2ccccc2)n(C)c1=O	-0.5%
67	O=C(NC1CCCC1)C(c1ccccc1)N(C(=O)c1csnn1)c1ccccc1F (centres undefined)	3.9%
68	COCCNC(=S)N(CCO)Cc1cc2cc3c(cc2[nH]c1=O)OCO3	2.0%
69	O=C(Nc1ccc(S(=O)(=O)N2CCCCC2)cc1)C1CC(=O)N(c2ccc(F)cc2)C1 (centres undefined)	1.1%
70	O=C(O)c1cc(-c2ccccc2)n(-c2ccc(F)cc2)n1	-3.8%
71	C=CCOc1ccc(C(=O)Nc2ccc3c(c2)n(C)c(=O)n3C)cc1	12.8%[76.3 µM]
72	O=c1[nH]nc(Cc2ncc(C(F)(F)F)cc2Cl)c2ccccc12	6.3%
73	CS(=O)(=O)N(CC(=O)O)Cc1cccc(CN(CC(=O)O)S(C)(=O)=O)c1	-1.6%[76.3 µM]
74	Cc1ccnc(NC(=O)CCNC(=O)c2ccccc2Cl)c1	-8.0%[76.3 µM]
75	Cc1cccc(C(=O)c2cn[nH]c2-c2ccc(C)cc2O)c1	11.5%[76.3 µM]
76	CCOc1ccc(-c2cc(NC(=O)c3c(F)cccc3F)c(C(=O)O)s2)cc1	-2.3%
77	Cc1ccc(N2C(=O)c3ccccc3NC2c2ccccc2O)cc1 (centres undefined)	1.0%
78	COc1ccc2ccccc2c1/C=N\NC(=O)c1ccc(C)s1	-4.3%[76.3 µM]
79	CC1CCN(S(=O)(=O)c2ccc(NC(=O)CN3CCCCCC3)cc2)CC1	-3.5%
80	O=C(CS(=O)(=O)c1cn(CC(=O)N2CCCC2)c2ccccc12)Nc1ccccc1	-6.8%[76.3 µM]
81	O=C(Nc1ccnn1C1CCN(CCCc2ccccc2)CC1)c1cccc(F)c1	4.4%[76.3 µM]
82	Cc1cccc(CN2C3=NCCCN3c3ccccc32)c1	-5.2%
83	COc1ccc(CN2CCNC(=O)C2CC(=O)NCCCC2CCCC2)c(F)c1 (centres undefined)	-5.8%[76.3 µM]
84	COC(=O)/C=C/c1cnc[nH]1	-6.2%[76.3 µM]
85	COc1ccc(S(=O)(=O)N2CCC(C(=O)NCC3CC3)CC2)cc1	-1.1%
86	N#CCN1C(=O)C(=O)N(Cc2cccc(Cl)c2)C1=O	3.0%
87	O=C(NCCc1ccccc1)C1CCCN1C(=O)Nc1ccc(Cl)cc1 (centres undefined)	1.4%[76.3 µM]
88	COc1cccc(C(=O)NC(=S)N2c3ccccc3CC2C)c1OC (centres undefined)	-1.0%[76.3 µM]
89	CC(=O)c1cccc(NC(=O)c2cc(=O)c3ccccc3o2)c1	-2.0%[76.3 µM]
90	Cc1ccc(-c2nc3ccccc3[nH]2)cn1	-1.0%[76.3 µM]

Continued (2 carried over from the part before).
entry	SMILES	GAA glycogen mod
89	CC(=O)c1cccc(NC(=O)c2cc(=O)c3ccccc3o2)c1	-2.0%[76.3 µM]
90	Cc1ccc(-c2nc3ccccc3[nH]2)cn1	-1.0%[76.3 µM]
91	COC(=O)CSc1nnc(COc2cccc3ccccc23)o1	0.0%[76.3 µM]
92	CC(=O)NC1C(=O)N(CCN2CCOCC2)c2ccc(F)cc21 (centres undefined)	4.9%
93	Cc1ccccc1CN(C)C(=O)c1ccc2ccccc2n1	1.9%[76.3 µM]
94	COc1cc(/C=C2\CCCc3c2nc2ccccc2c3C(=O)O)cc(Br)c1O	6.9%
95	C#CCOc1ccc2ccccc2c1/C=C(/C#N)c1ccc(C(=O)O)cc1	-10.0%[76.3 µM]
96	O=C(CN(Cc1ccc(Br)cc1)S(=O)(=O)c1ccccc1)NCC1CCCO1 (centres undefined)	4.8%[76.3 µM]
97	N#Cc1ccc(Oc2c(Cl)cncc2Cl)cc1	-3.6%
98	O=C(COC(=O)c1cccc(OC(F)F)c1)NC1CCCC1	3.0%
99	CCn1c(SCc2ccccc2F)nnc1-c1ccncc1	3.7%
100	N=c1oc2ccccc2cc1C(=O)Nc1ccc(F)cc1	1.4%

By substructure: those above with bromine
entry	SMILES	GAA glycogen mod
33	O=S(=O)(/N=C(/c1ccccc1)N1CCOCC1)c1ccc(Br)cc1	-8.0%[76.3 µM]
54	Cc1ccc(NC(=O)C2C3CCC(O3)C2C(=O)O)c(Br)c1 (centres undefined)	5.9%[76.3 µM]
94	COc1cc(/C=C2\CCCc3c2nc2ccccc2c3C(=O)O)cc(Br)c1O	6.9%
96	O=C(CN(Cc1ccc(Br)cc1)S(=O)(=O)c1ccccc1)NCC1CCCO1 (centres undefined)	4.8%[76.3 µM]

(cont.)
entry	SMILES	GAA glycogen mod
101	CCOc1cccc2cc(C(=O)NCc3ccccc3Cl)c(=O)oc12	-4.0%[76.3 µM]
102	C=C(C)COc1ccc(-c2ncncc2-c2ccccc2)c(O)c1	-1.2%
103	CCC(C)c1ccccc1N=Cc1ccc2c(c1)OCO2 (centres undefined)	-7.7%
104	COc1ccc(-c2cc(C(=O)Nc3c(C)n(C)n(-c4ccccc4)c3=O)c3ccccc3n2)cc1	10.4%
105	C/C(=N\NC(=O)c1ccc2ccccc2c1)c1cccnc1	0.1%[76.3 µM]
106	O=C(N/N=C/c1ccccc1)C(=O)N/N=C/c1ccccc1	-28.6%[76.3 µM]
107	COc1ccc(NC(=O)/C(=C\c2ccccc2)NC(=O)c2ccco2)cc1	-14.3%
108	Cc1cccc(CC(=O)N2CCC(n3nccc3NC(=O)C3CC3)CC2)c1	-0.6%[76.3 µM]
109	Cc1ccc(O)c(N/C=C/C(=O)c2ccc(F)cc2)c1	2.6%[76.3 µM]
110	O=Cc1c(NCCc2ccc(F)cc2)c2ccccc2[nH]c1=O	2.0%[76.3 µM]

Arranged by molecular weight (lowest first): part of the list above.
entry	SMILES	GAA glycogen mod
105	C/C(=N\NC(=O)c1ccc2ccccc2c1)c1cccnc1	0.1%[76.3 µM]
107	COc1ccc(NC(=O)/C(=C\c2ccccc2)NC(=O)c2ccco2)cc1	-14.3%
108	Cc1cccc(CC(=O)N2CCC(n3nccc3NC(=O)C3CC3)CC2)c1	-0.6%[76.3 µM]

Source: PubChem BioAssay (National Center for Advancing Translational Sciences (NCATS))
